# EPAC1 ag = qHTS for Agonist of cAMP-regulated guanine nucleotide exchange factor 3 (EPAC1): primary screen; Rap guanine nucleotide exchange factor 3 (Homo sapiens), O95398; EPAC1 agonist qHTS, biochemical assay; response scale: 100% = response to 6.5 mM cAMP; Potency, µM (top dose mostly 154 µM), for the others: at the highest dose activation, hits mostly activators; 0.073% of 360,000 active; AID 720707, 2013; further: potency means the concentration at half of the fitted maximal effect; nearly all actives have a fitted effect of over 60% in size
#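 Multi-concentration qHTS readout: loss of Rap1B-bound BODIPY-GDP fluorescence driven by 100 nM EPAC1 with excess GDP (50 uM), monitored kinetically at room temperature; agonist response expressed relative to 6.5 mM cAMP.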
# PI5P4K alpha inh = qHTS for Inhibitors of phosphatidylinositol 5-phosphate 4-kinase (PI5P4K); Phosphatidylinositol 5-phosphate 4-kinase type-2 alpha (Homo sapiens), P48426; PI5P4Kalpha enzyme, ADP-Glo luminescence, 60 min; hits give low values; max response, %; 1.2% of 330,000 active; AID 652105, 2013; active means max response of -50% or lower; inconclusive means between -30% and -50%; inactive means -30% or higher; further: value at the top dose of about 77 µM; on the % scale 0 is the no-effect control and ±100 the full control effect
# Target sequence (P48426 whole entry, looked up): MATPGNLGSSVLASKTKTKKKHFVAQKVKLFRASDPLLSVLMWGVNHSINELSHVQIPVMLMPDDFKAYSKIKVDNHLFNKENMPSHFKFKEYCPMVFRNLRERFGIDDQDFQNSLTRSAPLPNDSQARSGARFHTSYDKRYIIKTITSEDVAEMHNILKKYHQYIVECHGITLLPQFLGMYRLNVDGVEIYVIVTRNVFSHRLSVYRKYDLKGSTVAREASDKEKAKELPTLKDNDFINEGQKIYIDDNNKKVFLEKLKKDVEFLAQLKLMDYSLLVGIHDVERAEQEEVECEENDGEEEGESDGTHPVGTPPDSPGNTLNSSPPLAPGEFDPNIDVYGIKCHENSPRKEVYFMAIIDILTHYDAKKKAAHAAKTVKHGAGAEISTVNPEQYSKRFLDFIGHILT
#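 Single end-point luminescence (ADP-Glo) quantified ADP from PI5P4Kalpha turnover; ATP 5 microM final, 1 h at RT, 0.1% CHAPS and 0.28 mM EGTA in HEPES pH 7.4.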
# FUS suppressor = qHTS for Suppressors of FUS Proteinopathy: Primary screen using FUS-linked yeast assay; S. cerevisiae FUS-expressing, growth rescue, OD600, 24 h; Potency, µM (series often up to 76.6 µM), inactives show at the top dose growth rescue (activation), hits mostly activators; 0.24% of 390,000 active; AID 1347120, 2019;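 further: potency means the concentration at half of the fitted maximal effect; plate controls were DMSO vehicle for no effect and reference control for full effect; nearly all actives have a fitted effect of over 55% in size; some results filed as inactive show a strong effect at the top dose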
#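 Steps: raffinose overnight preculture; dilution to OD 0.005 in 2% galactose minimal medium; compound addition (concentration series); 24hr at 30C, 99% humidity; absorbance read at 600 nm.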
# IL2 activator = qHTS of IL-2 Activators; IL-2 activation reporter assay, cell-based qHTS; stimulated with anti-CD3/CD4/CD28 beads; in transgenic mouse T cells; activation, % (series mostly up to about 46 µM); 0.065% of 360,000 active; in the data active means activation above about 50%; inconclusive means mostly about 30% to 49%; further: 0% is about no effect
#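 Using fluorescent plate cytometry, EGFP and DsRed are detected in transgenic mouse T cells stimulated 18 h at 37 degrees C with antibody-coated beads after 60 min compound pretreatment.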
# Abeta rescue = qHTS for compounds that reverse cellular toxicity of Amyloid beta (A-beta) peptide in yeast: Primary Screen; 0.063% of 410,000 active; Potency, µM (doses to about 46.1 µM), inactives show at the top dose growth rescue, actives largely listed as activators; yeast expressing A-beta42, growth rescue, OD600, 48 h; response scale: 0% DMSO, 100% iron-clioquinol control; further: potency means the concentration at half of the fitted maximal effect; nearly all actives have a fitted effect of over 55% in size
#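 Yeast A-beta toxicity model in growth medium with pinned compounds, 48 h at 30 C; growth read as absorbance at 600 nm. Normalized to FeCl3/clioquinol equimolar mix (positive) and DMSO (negative).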
# PLK1 PBD block = qHTS for Inhibitors of PLK1-PDB (polo-like kinase 1 - polo-box domain): Primary Screen; Serine/threonine-protein kinase PLK1 (Homo sapiens), P53350; Plk1 PBD binding of FITC phosphopeptide, fluorescence polarization; Potency, µM, for the others: max response, negative = inhibition, actives largely listed as inhibitors; 2.8% of 360,000 active; AID 720504, 2013; further: potency means the concentration at half of the fitted maximal effect; series mostly up to about 57 µM; on the % scale 0 is the no-effect control and ±100 the full control effect; nearly all actives have a fitted effect of over 65% in size
# Target sequence (P53350 whole entry, looked up, the tested form may be a part): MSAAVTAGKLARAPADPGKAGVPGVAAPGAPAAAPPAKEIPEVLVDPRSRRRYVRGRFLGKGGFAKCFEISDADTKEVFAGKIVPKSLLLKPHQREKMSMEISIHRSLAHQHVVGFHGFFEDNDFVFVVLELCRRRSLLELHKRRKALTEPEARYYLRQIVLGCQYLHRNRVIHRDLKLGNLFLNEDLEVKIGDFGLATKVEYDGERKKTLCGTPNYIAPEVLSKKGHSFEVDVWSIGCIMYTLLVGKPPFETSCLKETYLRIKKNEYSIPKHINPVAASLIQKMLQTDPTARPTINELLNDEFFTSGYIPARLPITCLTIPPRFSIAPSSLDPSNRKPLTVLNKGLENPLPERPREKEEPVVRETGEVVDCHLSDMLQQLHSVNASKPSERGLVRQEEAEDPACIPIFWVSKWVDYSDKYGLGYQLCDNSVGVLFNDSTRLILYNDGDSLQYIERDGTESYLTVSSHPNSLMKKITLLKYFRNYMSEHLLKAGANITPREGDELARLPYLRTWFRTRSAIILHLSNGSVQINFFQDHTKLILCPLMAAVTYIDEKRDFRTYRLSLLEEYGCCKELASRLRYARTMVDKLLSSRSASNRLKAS
# WRN inhibitor = qHTS for Inhibitors of WRN Helicase; 0.46% of 360,000 active; WRN helicase unwinding, fluorescent forked duplex, kinetic; Potency, µM (doses to about 114 µM), inactives show at the top dose activity change, negative = inhibition, hits mostly inhibitors; further: potency means the concentration at half of the fitted maximal effect; on the % scale 0 is the no-effect control and ±100 the full control effect; nearly all actives have a fitted effect of over 55% in size
#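 Fluorescence dequenching readout, ex 525 nm/em 598 nm, kinetic mode: forked duplex DNA (100 nM final) with adjacent fluorophore and quencher unwound by WRN (20 nM final) with 2 mM ATP. Compound preincubation 15 min, room temperature.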
# EPAC1 antag = qHTS for Antagonist of cAMP-regulated guanine nucleotide exchange factor 3 (EPAC1): primary screen; 0.14% of 360,000 active; EPAC1 GEF assay, Rap1b-BODIPY-GDP exchange fluorescence; Rap guanine nucleotide exchange factor 3 (Homo sapiens), O95398; Potency, µM (titrated, usually from 115 µM), for the others: at the highest dose activity change, negative = inhibition, hits mostly inhibitors; AID 720709, 2013;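 further: potency means the concentration at half of the fitted maximal effect; plate controls were vehicle for no effect and positive control for full effect; nearly all actives have a fitted effect of over 50% in size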
# * hit, by the source's call; ? = inconclusive; nt = not tested or not shown; [ ] = remark or other dose. Unless noted, the call rests on the fitted dose curve; in most records, active means well fitted curve in the direction sought with a large enough effect; inconclusive means small, poorly fitted or top-dose-only effect, or another doubt; inactive means no such curve, though single readings can be large; an effect the other way counts as inactive or inconclusive. Random draw from the library. About 4.1% of those tested had a hit in this group.
SMILES,EPAC1 ag,PI5P4K alpha inh,FUS suppressor,IL2 activator,Abeta rescue,PLK1 PBD block,WRN inhibitor,EPAC1 antag
C=CCOn1c(=O)c(-c2ccc(C)cc2)[n+]([O-])c2ccccc21,5.2%,-7.6,6.9%,-2.0,-16.0%,-2.5%,13.2%,2.4%
COc1ccc(/C=C/C(=O)OCC(=O)Nc2ccc(N3CCOCC3)cc2)cc1OC,-2.3%,0.1,-11.0%,0.0,15.1%,1.0%,9.8%,-6.2%
CCOC(=O)CCCCNCc1ccccc1,-2.4%,1.8,-12.6%,-2.4,-8.1%,2.9%,10.3%,9.7%
O=S(=O)(Cc1ccccc1)NCCc1ccc(F)cc1,-1.2%,-5.0,4.0%,-0.2,-3.4%,-0.3%,6.3%,-5.4%
O=C1O[C@@H](c2ccccc2)C[C@@H](O)[C@H](O)CCCc2ccccc21,-11.4%,9.9,3.1%,0.9,-14.4%,-3.4%,0.6%,-16.3%
CC(=O)N1CCc2cc(NS(=O)(=O)c3cccs3)ccc21,-7.1%,2.5,?,-0.5,1.8%,-10.5%,-5.5%,-13.5%
Cc1cccc(C)c1NC(=O)CNC(=O)C(C)N1CCCCC1 (stereo unspecified),-2.3%,2.4,nt,-2.0,6.5%,-3.5%,-1.5%,-4.2%
COC(=O)c1c(C)[nH]c(C(=O)/C=C/c2ccccc2)c1C,4.9%,-10.2,nt,0.1,1.7%,2.1%,6.0%,5.6%
O=C(N/N=C/c1ccc([N+](=O)[O-])o1)C1CC1,-9.2%,-12.2,-1.5%,0.1,-28.9%,-13.8%,0.5%[11.6 µM],-12.6%
O=S(=O)(NCCCN1CCOCC1)c1ccc(Cl)cc1,6.5%,0.0,-5.8%,0.8,12.0%,-6.3%,4.6%,-11.7%
CCOc1ccc(OCCOCCN2CCCC2)cc1,11.7%,5.3,-21.5%,-0.1,-15.7%,-6.0%,3.6%,-5.5%
CCc1ccc(NC(=O)COc2coc(CN3CCc4ccccc4C3)cc2=O)cc1,-7.1%,-7.1,1.8%,-5.7,14.9%,-1.2%,6.4%,-19.1%
O=C(CSc1nc2ccccc2s1)N1CCOCC1,16.1%,nt,6.1%,0.6,-1.7%,?,-0.6%,-23.4%
C/C(=N/NC(=O)c1cccs1)c1ccco1,2.7%,-8.6,9.6%,-0.6,9.8%,1.7%,-17.1%[57.1 µM],-13.6%
CC(=O)Nc1cccc(/C(C)=N/NC(=O)c2ccccc2Cl)c1,0.5%,nt,8.6%,-2.9,-1.7%,-3.1%,2.7%,8.6%
CCCCCC(=O)NN=C1CCN(Cc2ccccc2)CC1,4.0%,3.9,nt,-0.5,9.2%,-4.3%,-2.8%,-2.7%
COC(=O)[C@H](Cc1c[nH]c2ccccc12)NCc1cccc(B(O)O)c1,2.9%,-2.9,-10.0%,-0.8,13.5%,-6.6%,-5.4%,-21.8%
Cc1cccc(C2=NN(c3ccc(Br)cc3)[C@@H](C(=O)N3CCOC3=O)[C@@H]2c2ccc(F)cc2)c1,3.1%,28.3,?,-0.5,10.9%,6.1%,4.3%,-9.3%
O=C(Cc1cccs1)OCC(=O)c1ccco1,6.8%,?,-2.8%,1.1,-10.1%,?,?,7.8%
CCCCc1nnc(NC(=O)CN2C(=O)NC3(CCCCC3)C2=O)s1,-6.1%,13.3,nt,-3.6,-8.6%,-11.7%,-27.4%,-2.1%
COC(=O)[C@@H](CC(C)C)N(Cc1ccccc1)S(=O)(=O)N(Cc1ccccc1)[C@@H](CC(C)C)C(=O)OC,-11.8%,15.5,12.6%,-5.4,-5.2%,-14.2%,-8.0%,-23.0%
CC1C(c2ccccc2)=[N+]([O-])C2(CCCC2)N1O (stereo unspecified),5.0%,-0.4,-8.1%,-0.4,0.4%,-6.0%,-9.5%,1.4%
COc1cc(OC)cc(C(=O)NNC(=S)NCc2ccco2)c1,0.1%,?,8.6%,-2.2,25.4%,-14.3%,-3.6%,16.8%
Cc1cc(C)c(C#N)c(Oc2ccc(F)cc2)n1,-0.4%,-2.5,3.3%,0.2,-12.5%,-5.7%,2.0%,18.1%
CC(=O)N1CCN(C(=O)c2ccc(NS(=O)(=O)c3cc(C)ccc3C)cc2)CC1,14.8%,2.4,17.4%,-1.0,-4.4%,-6.1%,-14.7%,-14.6%
CC(=O)Oc1c(C)c(OC(C)=O)c2c(c1C(C)=O)OC1CC(=O)C(C(C)=O)=C(O)C21C (stereo unspecified),6.1%,4.8,17.7%,1.2,-13.1%,4.7%,2.3%,-6.4%
Cc1ccnc(NC(=O)Cn2c(=O)oc3ccccc32)c1,-17.9%,-1.5,-5.4%,-2.8,-1.8%,-10.8%,-1.1%,-23.5%
CCN(Cc1ccccc1)C(=O)COC(=O)c1n[nH]c2ccccc12,-11.1%,6.9,10.1%,1.4,-1.4%,0.5%,-1.5%,6.8%
CCC(=O)NNC(=O)CCC(=O)Nc1ccc(C)cc1C,1.7%,1.5,-3.3%,0.1,-26.9%,23.8µM*,3.5%[57.1 µM],-24.5%
COc1ccc(/C=C/C(=O)C2(O)CCCCC2)cc1,3.7%,-0.4,9.9%,0.4,-61.5%[inhibitor],-11.0%,3.7%,-10.6%
COCCC(=O)N1CCCC(CCC(=O)NCc2ccc(F)c(F)c2)C1 (stereo unspecified),-0.8%,1.2,3.4%,-1.2,5.9%,-19.7%,-1.3%,-16.7%
Cc1cc(C(=O)CCl)c(C)n1-c1cccc(S(=O)(=O)N2CCOCC2)c1,-4.7%,-3.1,40.5%,-1.1,-18.0%,21.2µM*,-16.0%,-16.2%
Cc1ccccc1NC(=S)N(Cc1cccs1)C1CCCCC1,13.0%,6.5,3.9%,-1.0,25.0%,-11.6%,-0.8%,-26.8%
CCOCCOC(=O)C(C)Sc1n[nH]c(=O)[nH]c1=O (stereo unspecified),-0.7%,-4.2,-9.1%,0.0,-1.0%,-13.1%,-1.5%,-5.0%
Cc1ccc(CN2C(=O)CNC2=S)cc1,7.3%,-1.7,-13.7%,4.1,26.5%,3.1%,-2.1%,-13.9%
Cc1noc(C)c1NC(=O)Nc1ccc2c(c1)C(=O)N([C@H](C)CO)C[C@H](C)[C@@H](CN(C)C(=O)Nc1ccc(C(F)(F)F)cc1)O2,-19.2%,0.3,?,-0.2,-8.5%,-18.5%,?,-20.6%
CCOC(=O)C1(C)CCCN1C(=O)c1sccc1C (stereo unspecified),3.1%,0.3,-19.9%,-0.9,-12.2%,-10.0%,1.5%,?
COc1ccc(N/C(N)=N/c2nc(C)cc(=O)[nH]2)cc1,1.4%,-0.6,14.1%,-0.8,-9.1%,1.6%,2.5%,-2.2%
O=C(Cc1n[nH]c(=O)c2ccccc12)NC(c1ccccc1)c1ccccc1,-12.8%,2.7,-0.3%,-0.8,-11.3%,-3.8%,1.8%,-0.9%
Cc1cc(C)n2nc(-c3cnn(C)c3C(F)(F)F)cc2n1,-7.3%,4.4,-2.3%,0.4,20.1%,3.1%,-2.8%,0.8%
Cc1cc2nc(C(C)(C)C)c(Cc3ccccc3)n2c(C)c1Br,3.8%,1.9,-4.2%,-0.6,?,-7.1%,-12.7%,-9.5%
CN(C(=O)COC(=O)C1CCN(S(=O)(=O)c2c(Cl)cccc2Cl)CC1)c1ccccc1,4.4%,7.2,26.2%,-0.3,4.3%,-3.3%,-9.1%,-7.4%
O=C(Cc1ccc(F)cc1)NC1CCCCCC1,-5.2%,7.0,6.8%,0.1,4.1%,-14.0%,-5.7%,-3.7%
O=C(Nc1cccc(S(=O)(=O)N2CCOCC2)c1)c1cccc(S(=O)(=O)N2CCCCC2)c1,4.5%,2.2,40.8%,1.3,2.4%,-4.0%,-4.1%,2.5%
COc1ccc(OC)c(NC(=O)Nc2nnc(N3CCCCC3C)s2)c1 (stereo unspecified),-7.9%,1.1,16.1%,0.0,17.5%,-4.4%,-13.2%,-3.3%
C[C@H]1CN([C@@H](C)CO)C(=O)c2cc(Br)cnc2O[C@H]1CN(C)Cc1ccc(Oc2ccccc2)cc1,7.3%,-3.6,2.5%,-2.3,-8.3%,8.5%,-0.2%,-9.5%
CC(C)(C)NC(=O)[C@H]1CC[C@H]2[C@@H]3CC[C@H]4NC(=O)C=C[C@]4(C)[C@H]3CC[C@]12C,-14.6%,5.9,-9.6%,0.2,-19.0%,-3.5%,5.9%,-7.2%
CCOc1ncccc1C(=O)NNC(=O)c1cccc(S(=O)(=O)Nc2ccccc2OC)c1,-4.0%,-3.0,-0.8%,-0.2,-14.7%,-3.4%,-11.4%,11.9%
CC(=O)Cc1nsc(NC(=O)c2oc(-c3ccccc3Cl)cc2C)n1,13.8%,8.1,-3.2%,-1.6,1.7%,-11.1%,5.3%,-4.0%
O=C(/C=C/c1ccc2c(c1)OCO2)Nc1ccc(Cl)cn1,3.8%,4.3,4.3%,-0.5,-9.7%,-13.8%,10.7%,-12.2%
CN(c1ccccc1)S(=O)(=O)c1cccc(C(=O)Nc2ncn[nH]2)c1,-7.6%,-3.6,-9.0%,-1.9,-7.7%,5.7%,-1.0%,3.7%

# Assay outcomes as filed in PubChem BioAssay.
